Statin myotox sup: protects C2C12 myotubes from simvastatin toxicity | rescue of ATP level, % at 7.49 µM | ATP luminescence, 48 h; scaled: DMSO 0, geranylgeraniol control 100 | hit rate 0.78% among 330,000 | AID 602340;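 active means mean ATP rescue above about 67%, or every replicate alone reaching that limit, limit read from the data, passing the limit was not always enough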;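 further: myotubes were challenged with 10 µM simvastatin during compound exposure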
PglD inh: inhibitors of Campylobacter jejuni PglD acetyltransferase; AID 602405; purified PglD enzyme, DTNB colorimetric CoA detection; hit rate 0.098% among 360,000; inhibition, % at 12.5 µM; in the data active means inhibition above about 16%, passing the limit was not always enough; further: strong numbers were not always called active
PGC1a acetyl inh: modulators of PGC1a acetylation; U2OS PGC1a acetylation, AlphaScreen anti-acetyl-lysine; with virally co-expressed GCN5 acetyltransferase; hit rate 0.17% among 350,000; inhibition, % at 15.6 µM;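 active means every replicate shows inhibition of at least 40%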;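 further: 0% = neutral control wells and 100% = positive control wells; some results beyond the cut were filed as inactive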
INS-1E GSIS act: primary screen for activators of insulin secretion dependent on glucose, INS-1E cells, GLuc reporter luminescence; activation, % at 16.6 µM; INS-1E GLuc reporter insulin secretion, 2-3 h; hit rate 0.61% among 370,000;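 active means lowest replicate activation of at least 40%, so every replicate reaches that level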;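 further: 0% = median of neutral control wells and 100% = median of IBMX positive control wells; some compounds called inactive have numbers as strong as hits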
PAX8 reporter: lowers PAX8-driven luciferase in RMG-I cells. RMG-I TPO-luciferase reporter, SteadyGlo, 24 h. inhibition, % at 12.6 µM. hit rate 1.2% among 360,000. AID 652154;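 active means mean replicate inhibition at least 60% with every replicate also reaching 60%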;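 further: luciferase light reporting Pax8 driven TPO promoter activity; plate controls were median of neutral control wells for no effect and mitoxantrone controls for full effect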
Cneo AK release: Cryptococcus neoformans lysis via adenylate kinase release; C. neoformans lysis, adenylate kinase release luminescence, 4 h; normalised: neutral wells 0, clomiphene wells 100; lysis activity, % at 15 µM; hit rate 0.2% among 360,000;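 active means mean lysis activity across replicates of at least 80%, whatever share of replicates individually reach that level; inactive means mean lysis activity below 80%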
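Material – log-phase Cryptococcus neoformans yeast cells · Input – 5 × 10^6 yeast cells/mL · Medium – fresh YPD growth medium · Doses – single compound concentration per well · Timing – static 4 h at 37 °C with compound, 1 h detection · Detection – adenylate kinase release luminescence · Read-out – signal increase indicating cell lysis · Control set – Clomiphene as positive lysis control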
ARNT-TACC3 inh: ARNT/TACC3 interaction disruption. inhibition, % at 9.99 µM. AID 623870. hit rate 0.66% among 390,000. AlphaScreen His-ARNT PAS-B/GST-TACC3 binding, luminescence; TACC3 fragment carries E629A point mutation;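 active means mean inhibition of replicates at least 50% and at least half of replicates each reaching 50%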;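 further: 0% = complete ARNT plus TACC3 wells and 100% = ARNT alone without TACC3; many hits fall short of the cut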
LGR2 antag: inhibitors of bursicon-induced Drosophila LGR2 receptor cAMP signaling | hit rate 0.35% among 380,000 | HEK293 LGR2, CRE-luciferase, bursicon-stimulated, 4 h | inhibition, % at 9.99 µM;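 active means drop in luminescence signal, shown as inhibition above about 50% in the replicate tests, limit read from the data, passing the limit was not always enough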;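 further: agonist challenge used bursicon conditioned medium at about half maximal strength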
Active calls of the source: *; · = not tested or not shown.

SMILES | PAX8 reporter | Statin myotox sup | PGC1a acetyl inh | INS-1E GSIS act | PglD inh | LGR2 antag | Cneo AK release | ARNT-TACC3 inh
C[C@H]1CN([C@@H](C)CO)C(=O)c2cc(C3=CCCC3)cnc2O[C@H]1CN(C)C(=O)Nc1ccccc1 | -17 | 19 | -9 | -18 | 3 | -9 | -2 | -3
C[C@H](CO)N1C[C@H](C)[C@@H](CN(C)C(=O)Nc2ccccc2)Oc2ccc(NC(=O)CCN3CCOCC3)cc2CC1=O | -13 | 1 | 3 | 25 | -5 | 13 | 0 | -6
CCN(CC)C(=O)C1CCCN(Cc2cccc(Oc3ccccc3)c2)C1 (stereo not drawn) | -4 | 0 | -1 | 10 | · | -7 | · | -8
CS(=O)(=O)c1ccc(Cl)c(NC(=O)c2cc(S(=O)(=O)N3CCOCC3)ccc2N2CCCC2)c1 | 0 | -10 | · | 26 | 2 | -1 | 1 | -3
Cc1ccc(S(=O)(=O)N(C)C[C@@H]2OCCCC[C@H](C)Oc3ccc(NS(=O)(=O)c4c(C)noc4C)cc3C(=O)N([C@H](C)CO)C[C@@H]2C)cc1 | 44 | · | -17 | 4 | -4 | 7 | -1 | -5
Cc1ccc(S(=O)(=O)N(C)C[C@@H]2Oc3ccc(NC(=O)Nc4ccc(F)cc4)cc3CC(=O)N([C@H](C)CO)C[C@@H]2C)cc1 | 46 | -169 | 11 | -20 | -3 | 3 | -3 | -4
C[C@@H]1CN([C@@H](C)CO)C(=O)c2cccc(NS(=O)(=O)c3ccccc3)c2O[C@@H]1CN(C)CC1CCCCC1 | -2 | 8 | · | -10 | 5 | 10 | -1 | 15
O=C(C[C@H]1C=C[C@H](NS(=O)(=O)c2ccc(F)cc2)[C@H](CO)O1)NCc1ccncn1 | -2 | 5 | -3 | 8 | -2 | -4 | -3 | -6
COCC(=O)N1CC2(C1)CN(Cc1ccccn1)[C@@H](CO)c1[nH]c3cc(OC)ccc3c12 | 6 | · | 6 | 7 | · | 3 | · | ·
CCOC(=O)C1(Cc2cccc(OC)c2)CCN(C/C=C/c2ccccc2)CC1 | 9 | 14 | -6 | -1 | 0 | -36 | 3 | 6

(more compounds)
SMILES | PAX8 reporter | Statin myotox sup | PGC1a acetyl inh | INS-1E GSIS act | PglD inh | LGR2 antag | Cneo AK release | ARNT-TACC3 inh
COc1ccccc1CNC(=O)Cc1c[nH]c2ccccc12 | 11 | 10 | · | 26 | -2 | -8 | -4 | -2
CSc1nc2nc3c(cc2c(=O)n1-c1ccc(C)cc1)COC(C)(C)C3 | 4 | · | 1 | 18 | 3 | 3 | 16 | 19
COc1ccc(NCC(=O)N/N=C/c2c(C)nn(Cc3ccccc3)c2Cl)cc1 | 22 | 3 | 1 | 35 | 4 | 9 | -2 | 1
CCN(CC(=O)Nc1c(F)cccc1F)C(=O)c1ccc(S(=O)(=O)N2CCCC2)cc1 | 8 | -1 | · | 22 | -1 | -50 | 1 | 0
CC1(C)Cc2c(sc(NC(=O)c3ccc(Br)o3)c2C#N)CO1 | · | -4 | 5 | · | -7 | · | -1 | 16
CCc1ccc(NC(=O)c2cnn3ccccc23)cc1 | 82* | -44 | -1 | · | -4 | · | -12 | 4
O=C(CN1C(=O)c2ccccc2S1(=O)=O)c1ccc(F)c(F)c1 | 64* | · | 1 | -2 | 7 | 65* | -2 | -27
COc1cc(CN2C(=S)NC(C)(C)CC2(C)O)cc(OC)c1 (stereo not drawn) | 3 | · | · | 8 | 5 | 14 | 0 | -5
CC(=O)c1ccc(N2Cc3ccccc3/C2=N\C(=O)Nc2ccccc2)cc1 | -9 | · | -11 | 1 | -2 | -16 | -3 | -12
CN(C)C(=O)[C@H]1C[C@H]1[C@@H](O)[C@H](CO)NC(=O)[C@H](Cc1ccccc1)NC(=O)OC(C)(C)C | -15 | 1 | 9 | · | 0 | -1 | 0 | 0

Other structures
SMILES | PAX8 reporter | Statin myotox sup | PGC1a acetyl inh | INS-1E GSIS act | PglD inh | LGR2 antag | Cneo AK release | ARNT-TACC3 inh
O=C(Nc1ccc2c(c1)S(=O)(=O)N=C1CCCCCN12)c1ccccc1Cl | 1 | · | · | 4 | · | -7 | · | 3
O=C(C1CC1)N1CC(=O)N2[C@H](CO)[C@H](c3ccc(C4=CCCCC4)cc3)[C@@H]2C1 | -1 | · | 0 | 7 | · | -19 | · | ·
C[C@H](CO)N1C[C@H](C)[C@H](CN(C)Cc2ccc(C(=O)O)cc2)Oc2ncc(C#CCN(C)C)cc2C1=O | 4 | 11 | 5 | -2 | 2 | 9 | -3 | -13
Cc1[nH]n(-c2ccccc2)c(=O)c1C=NC1CCCCC1 | -34 | 1 | -4 | 29 | -8 | -12 | 1 | ·
O=C(CCCCn1c(=O)[nH]c2ccccc2c1=O)N1CCN(c2cccc(C(F)(F)F)c2)CC1 | 24 | 12 | -17 | · | 2 | · | 1 | -14
O=C(COC(=O)C(O)c1ccccc1)c1ccc2c(c1)OCCO2 (stereo not drawn) | · | 24 | -4 | · | -3 | · | -7 | -1
COc1ccccc1N(CC(=O)NCCN1CCOCC1)S(=O)(=O)c1ccccc1 | 11 | 2 | · | -4 | -3 | 2 | -5 | -3
COC(=O)c1ccccc1S(=O)(=O)Nc1ccc2cn[nH]c2c1 | · | 15 | -4 | · | 6 | · | -2 | 1
CC1CC(C)CN(CCCNC(=O)CCC(=O)N2CC(C)Oc3ccccc32)C1 (stereo not drawn) | · | 4 | -10 | -1 | 5 | -4 | 1 | ·
COc1ccccc1S(=O)(=O)N1CC[C@@H]2[C@H](CO)N(C)c3ccc(C#Cc4cccc(F)c4)cc3[C@@H]21 | -10 | -5 | -1 | 26 | 2 | 8 | -1 | 26

Continuation:
SMILES | PAX8 reporter | Statin myotox sup | PGC1a acetyl inh | INS-1E GSIS act | PglD inh | LGR2 antag | Cneo AK release | ARNT-TACC3 inh
CC(=O)c1cc(C(=O)Nc2ccc3ccccc3c2)c(C)o1 | 10 | 8 | · | -1 | · | -1 | · | 0
Cc1nc2ccccc2nc(C)c1=NOCC(=O)N(c1ccccc1)C(C)C | 15 | · | · | 24 | · | 18 | · | 3
CN1CCN(C(=O)c2ccc(COc3ccc(Cl)cc3Cl)cc2)CC1 | · | -9 | 3 | -14 | 2 | 3 | 0 | -7
COc1ccc(-c2cnc(C(N)=O)c(=O)[nH]2)cc1 | -7 | 7 | 1 | 3 | 2 | 17 | 3 | ·
CN1CCc2cccc3c2C1Cc1ccc(O)c(O)c1-3 (stereo not drawn) | 24 | 1 | -6 | -12 | -1 | 8 | 1 | 5
COC(=O)[C@@H]1CCCN1C(=O)[C@@H](NC(=O)OC(C)(C)C)C(C)C | -22 | 14 | -13 | 6 | -3 | -7 | 0 | 0
COC(=O)C1CCN(c2nc3ccccc3nc2C(C#N)C(=O)OCC(C)C)CC1 (stereo not drawn) | · | -7 | 1 | 23 | · | · | · | 4
Cc1ccc(CN2C(=O)C(C)Nc3ncnc(N4CCN(c5ccccn5)CC4)c32)cc1 (stereo not drawn) | -11 | -4 | -3 | 8 | -3 | -8 | 0 | 3
C[C@@H]1CCCCO[C@H](CN(C)Cc2ccc(C(=O)O)cc2)[C@H](C)CN([C@H](C)CO)C(=O)c2cc(NS(=O)(=O)c3ccc(F)cc3)ccc2O1 | 2 | · | 2 | 11 | -1 | 8 | -1 | -6
COc1ccc(-c2ocnc2C(=O)N2CCN(C(=O)C(c3ccccc3)c3ccccc3)CC2)cc1 | -1 | 23 | · | -12 | 11 | 12 | -16 | -3

Carrying on:
SMILES | PAX8 reporter | Statin myotox sup | PGC1a acetyl inh | INS-1E GSIS act | PglD inh | LGR2 antag | Cneo AK release | ARNT-TACC3 inh
CN(C)S(=O)(=O)N1CCC(Oc2ccc(C(=O)N3CCCCCC3)cc2)CC1 | 13 | -7 | 7 | -26 | -1 | -13 | 2 | ·
Cc1cccc(/C=N/NC(=O)CC(=O)NCCc2ccccc2)c1 | 5 | -5 | · | -2 | 1 | 23 | 0 | -3
CCC(C)N1C(=O)CCC1C(=O)O (stereo not drawn) | · | 6 | -3 | · | -6 | · | 0 | -4
CCOc1ccccc1N1CCN(C(=O)CC(C)C)CC1 | 22 | · | 0 | · | 6 | 8 | 0 | -3
CC(NS(=O)(=O)CCNC(=O)c1ccccc1)c1ccccc1 (stereo not drawn) | 13 | 8 | 10 | 6 | -4 | -15 | 10 | -7
COc1ccc(N2CCN(C(=O)c3cc(=O)c4cc(C)cc(C)c4o3)CC2)cc1 | 25 | -11 | 4 | -5 | 2 | -15 | -5 | -4
COc1ccc(N(C(=O)COc2ccccc2OC)S(=O)(=O)c2ccc(C)cc2)cc1 | · | -4 | -31 | 7 | 4 | -10 | 1 | 0
Clc1ccc(-c2ccnc(Oc3ccc4ccccc4c3)n2)cc1 | · | -90 | 12 | 114* | 0 | -7 | 2 | 30
C[C@@H]1CN([C@@H](C)CO)C(=O)Cc2cc(NC(=O)Cn3cnnn3)ccc2O[C@@H]1CN(C)C | -1 | 9 | 0 | 14 | -2 | -9 | 0 | ·
CC1(C)CC(=O)C/C(=N\NC(=O)C2CC23CCC3)C1 (stereo not drawn) | 12 | · | -9 | -11 | · | 0 | · | -6

Next section.
SMILES | PAX8 reporter | Statin myotox sup | PGC1a acetyl inh | INS-1E GSIS act | PglD inh | LGR2 antag | Cneo AK release | ARNT-TACC3 inh
COc1ccc(C(=O)N2CCCCC2c2cc(C(=O)NCc3ccc(F)cc3)no2)cc1 (stereo not drawn) | 7 | -9 | -3 | -37 | 5 | 4 | 3 | ·
O=C(C[C@@H]1C[C@H]2c3cc(NC(=O)Nc4ccccc4)ccc3O[C@H]2[C@H](CO)O1)NCC(F)(F)F | -5 | 0 | 3 | -14 | 2 | -5 | -1 | -7
COC(=O)C1=C(C)Nc2c(c(=O)n(C)c(=O)n2C)C1c1cccc(O)c1 (stereo not drawn) | -5 | 0 | 0 | -3 | 3 | -12 | -3 | -9
COc1ccccc1N1CCN(C(=O)c2cn(Cc3ccccc3)nc2-c2cccnc2)CC1 | 5 | -11 | 15 | 0 | 2 | -12 | 2 | ·
COc1ccnc(Oc2ccc(F)cc2)c1-c1ncn[nH]1 | 10 | · | 4 | 5 | · | 28 | · | 1
Cc1c(O)ccc(-c2n[nH]c(C(=O)O)c2-c2nc3ccccc3s2)c1O | 15 | 1 | 5 | 26 | -2 | -44 | -2 | 2
O=C(Nc1ccc2c(c1)CCC2)c1cc(=O)[nH]c2ccccc12 | 2 | -6 | 7 | 4 | 2 | 9 | -3 | 7
CCC(=O)Nc1cc(C(C)(C)C)ccc1C(C)=O | -15 | · | · | 67* | · | -12 | · | -9
CCCN1CCN(CCCNC(=O)Cn2nc(C)n3c(cc4cc(F)ccc43)c2=O)CC1 | -13 | 10 | · | -3 | 9 | 12 | -1 | -3
C[C@]12c3[nH]c4ccc(Cl)cc4c3CCN1C(=O)[C@@H](CC(=O)NCC13CC4CC(CC(C4)C1)C3)C[C@@H]2C(=O)N1CCOCC1 | 41 | 4 | 2 | -39 | 5 | -2 | -2 | 0
O=c1c2ccccc2c(/C=N/n2cnnc2)c(O)n1-c1ccccc1 | · | 3 | -1 | · | 5 | · | -2 | 9
CSc1ccc(S(=O)(=O)Nc2ccc(OCC(=O)N3CCOCC3)cc2)cc1 | 4 | · | -5 | 0 | · | 2 | · | 2
O=S(=O)(c1cnc(Cl)c(Br)c1)N1CCN(c2ncccn2)CC1 | 0 | 0 | -1 | -7 | -2 | 0 | 4 | 3
